Screens (PubChem BioAssay)
AID2073 = inhibitors of Mint1-CaV2.2 protein interaction, biochemical, HTRF (AID 2073); inhibition, % at 20 µM; hits with a dose series show IC50 in µM; 290,000 tested, 0.19% active; HTRF protein-protein interaction, Mint1-CaV2.2; higher % means a stronger effect; in the data active = inhibition mostly above about 51%, no sharp cut-off; inconclusive = no clear call, values can overlap the other calls; inactive = mostly below about 53%; also: some results filed as inactive read as strong as hits
RSV CPE inhibition = RSV antiviral activity via CPE protection, HEp-2 cells, primary 10 µM value included (AID 2391). 310,000 tested, 0.13% active. CPE inhibition, % at 10 µM, or IC50 in µM where a hit was titrated. HEp-2 cells, RSV-induced CPE inhibition; higher % means a stronger effect; in the data active = a potency from the dose series; inconclusive = CPE inhibition mostly from about 23% at the one dose, without a potency; inactive = the rest, 99 in 100 with CPE inhibition below about 21%; also: strong numbers were not always called active
MgcRacGAP inhibition = MgcRacGAP GTPase-activating activity inhibitors, confirmation, biochemical, ADP Hunter fluorescence. Rac GTPase-activating protein 1 (Homo sapiens). MgcRacGAP-stimulated Rac1 GTP hydrolysis, ADP Hunter fluorescence; higher % means a stronger effect; GST-tagged Rac1 F28L mutant substrate. inhibition, % at 30 µM, or IC50 in µM where a hit was titrated. 340,000 tested, 0.6% active. AID 624330, 2012;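 active = first-screen hits whose inhibition reached a set limit at any dose in the follow-up dose series; inconclusive = inhibition above the set first-screen limit but never retested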;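 also: fluorescence reports GDP produced by GAP-driven GTP hydrolysis; strong numbers were not always called active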
XIAP antagonists = XIAP antagonists, biochemical, IAP family, fluorescence polarization (AID 1018) | 200,000 tested, 0.007% active | one-dose displacement, % at 20 µM; IC50 in µM for titrated hits | E3 ubiquitin-protein ligase XIAP (Homo sapiens) | XIAP BIR domain, fluorescence polarization peptide displacement; higher % means a stronger effect; in the data active = displacement above about 50%; also: a part of the inactive calls stands beside numbers as strong as those of hits
Siah-1 displacement = Siah-1 peptide-binding antagonists, primary screen, biochemical, fluorescence polarization, rhodamine-plectin, uHTS (AID 1817) | Siah-1 / rhodamine-plectin peptide fluorescence polarization; higher % means a stronger effect | displacement, % at 20 µM, or IC50 in µM where a hit was titrated | 290,000 tested, 0.02% active | E3 ubiquitin-protein ligase SIAH1 (Homo sapiens);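 active = displacement of at least 50% at 20 µM, with a fluorescence ratio check between 0.3 and a set limit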;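 also: plate controls were Siah plus tracer with DMSO for no effect and tracer alone without Siah for full effect; strong numbers were not always called active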
SV40 large T antigen = SV40 large T antigen inhibitors, biochemical (AID 1903). one-dose inhibition, % at 20 µM; IC50 in µM for titrated hits. 310,000 tested, 0.39% active. SV40 large T antigen ATPase/helicase inhibition assay; higher % means a stronger effect; in the data active = a potency from the dose series; inconclusive = inhibition mostly from about 32% at the one dose, without a potency; inactive = the rest, 99 in 100 with inhibition below about 32%; also: strong numbers were not always called active
LYP phosphatase = inhibitors of LYP phosphatase, biochemical, fluorescence intensity, uHTS (AID 1779) | Tyrosine-protein phosphatase non-receptor type 22 (Homo sapiens) | recombinant LYP phosphatase, fluorescence intensity; higher % means a stronger effect | inhibition, % at 11.5 µM; hits with a dose series show IC50 in µM | 290,000 tested, 0.054% active; in the data active = inhibition above about 50%;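 also: plate controls were vehicle with enzyme for no effect and no enzyme for full effect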
Dengue-2 NS5 capping = Dengue-2 NS5 methyltransferase inhibitors, primary screen, biochemical, confirmation dose response (AID 588689). Genome polyprotein (Dengue virus type 2 (strain 16681-PDK53)). inhibition, % at 25 µM; hits with a dose series show IC50 in µM. 340,000 tested, 0.3% active. Dengue-2 NS5 methyltransferase capping enzyme assay, biochemical; higher % means a stronger effect; in the data active = a potency from the dose series; inconclusive = inhibition above about 29% without an active follow-up result
HIV fusion peptide = inhibitors of HIV fusion peptide binding, primary screen, biochemical, uHTS, fluorescence dequenching (AID 1986); cell-free peptide binding, fluorescence dequenching, 30 min; higher % means a stronger effect; inhibition, % at 20 µM; hits with a dose series show IC50 in µM; 290,000 tested, 0.3% active; in the data active = inhibition mostly above about 52%, no sharp cut-off; inactive = mostly below about 76%; also: some results filed as inactive read as strong as hits
Dengue-2 NS5 capping pilot replicate = recorded beside Dengue-2 NS5 capping, whose call it bears; inhibition, %; measured here: pilot screen replicate inhibition
* hit, by the source's call; ? = inconclusive; / = no result given. Compounds were not picked by outcome; about 1.7% have a hit in one of these screens.

SMILES	AID2073	RSV CPE inhibition	MgcRacGAP inhibition	XIAP antagonists	Siah-1 displacement	SV40 large T antigen	LYP phosphatase	Dengue-2 NS5 capping	HIV fusion peptide	others
COc1cc(NC(=O)c2cc(-c3cccnc3)nc3ccc(Br)cc23)cc(OC)c1	25.5%	-0.7%	-7.3%	-4.3%	0.3%	14.2%	-10.3%	4.5%	1.5%
O=C(CCCCC(=O)Nc1ccc(F)cc1)Nc1ccc(F)cc1	7.6%	0.3%	8.1%	/	-0.1%	-1.8%	-11.6%	-2.9%	0.2%
O=C(Nc1cccc(O)c1)c1cc(-c2ccc3c(c2)OCO3)on1	30.7%	1.4%	9.2%	/	-3.9%	1.8%	-7.3%	1.6%	0.6%
c1ccc(Oc2nc3ccccc3n3cccc23)cc1	-2.0%	4.6%	7.2%	-5.9%	3.4%	0.0%	-5.2%	5.9%	0.6%
O=[N+]([O-])c1cc(O)c2ncccc2c1	-3.1%	-4.7%	/	-4.2%	-9.8%	1.3%	-5.1%	/	-1.3%
CCOc1ccc(NC(=O)c2ccc(NC(=O)c3cn4c5c(c(N6CCN(C)CC6)c(F)cc5c3=O)OCC4C)cc2)cc1 (configuration not stated)	19.0%	8.1%	8.3%	-2.6%	3.9%	2.2%	-3.5%	2.2%	-1.5%
CC(=O)c1ccc(C(=O)NC2CCCN(Cc3ccccc3F)C2)s1 (configuration not stated)	1.1%	1.0%	4.0%	/	0.5%	19.2%	-4.5%	1.9%	1.6%
CC(C)(C)c1ccc(C(=O)Nc2ccc(Oc3cccnc3)nc2)cc1	-2.9%	0.6%	/	/	2.4%	6.4%	-5.4%	/	-1.2%
CN(CC(=O)O)Cc1nc2ccccc2[nH]1	10.4%	1.6%	5.2%	-7.6%	-1.9%	-2.1%	-0.8%	-0.7%	4.6%
CCc1ccc(/C=C2/SC(=S)N(CCC(=O)Nc3cccc(C(=O)O)c3)C2=O)cc1	15.5%	0.6%	-2.6%	/	-1.3%	15.6%	-1.6%	-1.9%	74.1%
O=C(CCc1ccc(O)c(O)c1)N/N=C/c1ccc2c(c1)OCO2	?	-1.0%	91.7µM*	/	-2.5%	32.3%	-6.2%	-5.2%	17.6%
O=C(O)c1ccc(NC(=O)C2C3CCC(C3)C2C(=O)O)cc1 (configuration not stated)	8.6%	2.2%	8.2%	-3.6%	0.4%	14.0%	-4.3%	-4.8%	3.4%
CCOC(=O)C1(CCc2ccccc2)CCN(C(=O)CCn2cnnn2)CC1	-6.2%	-0.4%	0.3%	-5.7%	8.9%	5.6%	-8.0%	-3.7%	-1.1%
CCn1c(SCC(=O)c2cc(C)ccc2C)nc2cc(S(=O)(=O)N3CCOCC3)ccc21	-1.6%	17.2%	9.6%	-0.7%	22.2%	8.9%	-4.0%	-7.3%	-0.5%
O=C(N/N=C/c1ccco1)c1cc(-c2cccc3ccccc23)n[nH]1	21.7%	5.2%	6.1%	-4.3%	-0.5%	7.1%	7.2%	1.6%	14.9%
O=C(CN1CCC(C(=O)c2cccc(Cl)c2)CC1)Nc1cccc(C(=O)O)c1	6.4%	-2.3%	-4.2%	-1.1%	15.9%	25.8%	-3.1%	0.8%	1.4%
N#Cc1cc(N)ccc1Sc1ccccc1	4.9%	0.8%	8.8%	-6.1%	-3.6%	17.3%	-8.5%	4.4%	-1.4%	Dengue-2 NS5 capping pilot replicate=-7.0
O=C1CC(=O)N(CCc2ccccc2)C(=O)N1CCc1ccccc1	5.4%	-0.2%	5.0%	-7.6%	-1.6%	28.9%	3.8%	-60.6%	58.8%	Dengue-2 NS5 capping pilot replicate=-24.2
CC(C)(C)c1nn2cnnc2n(/N=C/c2ccc(O)cc2)c1=O	17.3%	-0.1%	12.0%	-5.8%	1.6%	35.6%	-2.9%	3.9%	0.0%
CC(C)(C)NC(=O)NC(=O)COC(=O)c1cccc(NS(=O)(=O)c2ccc(F)c(F)c2)c1	1.2%	12.7%	1.4%	-13.3%	6.3%	2.4%	0.2%	-2.2%	5.9%
COc1ccc(-c2nnc(SCC(=O)N3CCCC3)o2)cc1	-0.2%	2.8%	8.4%	/	-5.0%	-5.3%	-6.5%	-10.7%	-0.3%
CC(C)CNC(=O)CSc1nc2nn(-c3ccccc3)c(=O)c-2c2n1CCCCC2	-5.4%	7.8%	1.8%	-0.8%	-12.4%	7.4%	-4.2%	-5.2%	-2.4%
O=C1Nc2ccc(F)cc2C12Nc1ccccc1-c1nnc(SCc3ccccc3)nc1O2 (configuration not stated)	-40.6%	1.3%	16.2%	2.5%	-1.5%	2.7%	-0.8%	46.2µM*	9.5%
Cc1noc(C)c1CSCC(=O)N(CC(C)C)c1c(N)n(Cc2ccccc2)c(=O)[nH]c1=O	/	-0.3%	5.2%	/	/	10.1%	/	-8.1%	/
CC(=O)Nc1cccc(NC(=S)Nc2cccc3ccccc23)c1	-19.1%	2.2%	9.5%	/	13.4%	2.9%	-7.6%	9.8%	4.4%
CN(C)/C=C/C(=O)c1ccc([N+](=O)[O-])c(CS(=O)(=O)c2ccccc2)c1	8.4%	6.5%	9.8%	/	0.1%	6.1%	-6.7%	-7.9%	-3.5%
Cc1ccc(-c2nn(-c3cc(Cl)ccc3[N+](=O)[O-])c(=O)c3ccccc23)cc1C	5.5%	6.1%	3.8%	-4.1%	0.2%	12.1%	-8.6%	-1.6%	-0.2%
Cc1cccc2cc(CN(Cc3cccs3)C(=S)NCC3CCCO3)c(=O)[nH]c12 (configuration not stated)	-20.7%	0.3%	2.1%	-11.7%	-2.4%	15.3%	-0.1%	-12.5%	-1.9%
CC(C)NS(=O)(=O)c1ccc2c3c(cccc13)CC2	9.3%	3.6%	2.4%	-2.1%	3.1%	0.5%	-8.2%	-7.2%	-0.9%
O=[N+]([O-])c1cc(Cl)c2cccnc2c1O	2.7%	-4.9%	-0.2%	-0.2%	-5.1%	12.7%	-5.0%	0.7%	5.1%
Cc1ccc(-c2nnn(CC(=O)N(CC(=O)NCC3CCCO3)c3ccccc3)n2)o1 (configuration not stated)	14.9%	1.9%	6.9%	-6.2%	1.5%	5.0%	4.1%	7.2%	-2.0%
COc1ccc(S(=O)(=O)N2CCCCCC2)cc1C(=O)N(C)Cc1cccs1	/	0.5%	5.4%	/	/	4.7%	/	0.0%	/
Cc1cc(C)cc(NC(=S)NCCc2c[nH]c3ccccc23)c1	2.2%	?	-1.1%	-0.1%	3.6%	23.0%	2.3%	-9.6%	-1.9%
CC1Cc2ccccc2N1C(=O)NC1CC(=O)N(c2ccc3c(c2)OCCO3)C1 (configuration not stated)	-2.9%	-0.1%	7.7%	-2.7%	7.9%	12.5%	-1.9%	2.3%	2.6%
Brc1ccc(CNc2ccc3ncccc3c2)cc1	1.9%	-0.1%	12.8%	/	2.1%	6.3%	-3.8%	15.9%	-3.3%
N/C(=N\OC(=O)Cc1ccccc1)c1ccncc1	-1.2%	0.2%	4.7%	-3.7%	13.4%	/	-2.5%	-8.9%	0.5%
COc1ccc(S(=O)(=O)CCC(=O)N2CCN(c3ccccc3F)CC2)cc1	-9.6%	0.4%	3.4%	-0.8%	-2.1%	11.1%	-2.9%	-3.6%	1.0%
Cc1cccc(NC(=O)CSCC(=O)Nc2ccccc2C(=O)NC2CC2)c1	/	-1.5%	0.5%	/	/	9.0%	/	-2.2%	/
CCN1CCN(C(=O)c2c(-c3c(F)cccc3Cl)noc2C)CC1	-2.7%	1.2%	4.6%	-2.9%	-6.8%	2.6%	-10.7%	-3.1%	-0.6%
COc1cccc(C2(O)CC(C(F)(F)F)=NN2C(=O)c2ccccn2)c1 (configuration not stated)	-0.6%	1.8%	6.6%	-2.3%	-0.1%	/	-3.8%	-5.5%	-1.6%
CC(=O)OC1CC2(C)C(=O)CCC2C2CCc3cc(O)ccc3C12 (configuration not stated)	-5.0%	3.1%	5.8%	-2.9%	13.7%	8.9%	-3.5%	1.4%	19.8%
CCO[C@H]1OC(C(=O)N2CCN(Cc3ccccc3)CC2)=C[C@@H](c2coc3ccccc3c2=O)[C@@H]1CCCO	-4.5%	0.0%	11.6%	-2.1%	3.3%	9.6%	-4.7%	2.1%	0.0%
CCC(C)Oc1nc(C)cc(C)c1S(=O)(=O)c1ccccc1C (configuration not stated)	11.7%	14.6%	4.4%	-1.2%	-0.8%	14.4%	-0.2%	-2.7%	-1.9%
C/C(=N\Nc1ccc(C(=O)O)cc1)c1ccc(Cl)s1	10.2%	-1.3%	5.6%	/	-6.3%	14.9%	-6.2%	8.6%	3.7%
Cc1ccc(-n2ccnc(SCC(=O)NC3CCCC3)c2=O)cc1Cl	/	1.4%	-4.6%	/	/	30.1%	/	19.1%	/
O=C1CCCC2=C1C1c3ccccc3C(=O)N1c1ccc(C(=O)c3ccccc3)cc1N2 (configuration not stated)	16.3%	3.3%	2.9%	-6.0%	-3.8%	1.6%	-4.6%	-9.1%	-0.1%
O=C(Nc1ccnn1C1CCN(C2CCCC2)CC1)c1ccccc1Cl	7.0%	0.6%	11.4%	/	-3.5%	4.9%	-0.1%	-3.2%	-1.7%
CCCCc1nc2sc3c(c2c(=O)n1NC(=O)c1ccco1)CC(C)(C)OC3	-2.5%	-1.2%	7.3%	/	-4.3%	12.6%	1.8%	0.9%	-2.2%

Among those listed so far, these contain a COOH group.
SMILES	AID2073	RSV CPE inhibition	MgcRacGAP inhibition	XIAP antagonists	Siah-1 displacement	SV40 large T antigen	LYP phosphatase	Dengue-2 NS5 capping	HIV fusion peptide	others
CN(CC(=O)O)Cc1nc2ccccc2[nH]1	10.4%	1.6%	5.2%	-7.6%	-1.9%	-2.1%	-0.8%	-0.7%	4.6%
CCc1ccc(/C=C2/SC(=S)N(CCC(=O)Nc3cccc(C(=O)O)c3)C2=O)cc1	15.5%	0.6%	-2.6%	/	-1.3%	15.6%	-1.6%	-1.9%	74.1%
O=C(O)c1ccc(NC(=O)C2C3CCC(C3)C2C(=O)O)cc1 (configuration not stated)	8.6%	2.2%	8.2%	-3.6%	0.4%	14.0%	-4.3%	-4.8%	3.4%
O=C(CN1CCC(C(=O)c2cccc(Cl)c2)CC1)Nc1cccc(C(=O)O)c1	6.4%	-2.3%	-4.2%	-1.1%	15.9%	25.8%	-3.1%	0.8%	1.4%
C/C(=N\Nc1ccc(C(=O)O)cc1)c1ccc(Cl)s1	10.2%	-1.3%	5.6%	/	-6.3%	14.9%	-6.2%	8.6%	3.7%
